Bioassay records from PubChem.
CHT inh = human CHT choline transport inhibition | B-score at 10 µM | AID 488975 | hit rate 0.86% among 310,000 | Q9GZV3 | CHT-expressing cells, membrane potential dye, choline response; hits give low values;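 active = B-score over 3 SD under the library average, and starting fluorescence ratio not unusually high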;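 note: choline stimulus applied at its EC90 after an EC20 pre-addition; B-score computed on integrated fluorescence ratio after choline addition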
Target sequence (Q9GZV3 whole entry, looked up): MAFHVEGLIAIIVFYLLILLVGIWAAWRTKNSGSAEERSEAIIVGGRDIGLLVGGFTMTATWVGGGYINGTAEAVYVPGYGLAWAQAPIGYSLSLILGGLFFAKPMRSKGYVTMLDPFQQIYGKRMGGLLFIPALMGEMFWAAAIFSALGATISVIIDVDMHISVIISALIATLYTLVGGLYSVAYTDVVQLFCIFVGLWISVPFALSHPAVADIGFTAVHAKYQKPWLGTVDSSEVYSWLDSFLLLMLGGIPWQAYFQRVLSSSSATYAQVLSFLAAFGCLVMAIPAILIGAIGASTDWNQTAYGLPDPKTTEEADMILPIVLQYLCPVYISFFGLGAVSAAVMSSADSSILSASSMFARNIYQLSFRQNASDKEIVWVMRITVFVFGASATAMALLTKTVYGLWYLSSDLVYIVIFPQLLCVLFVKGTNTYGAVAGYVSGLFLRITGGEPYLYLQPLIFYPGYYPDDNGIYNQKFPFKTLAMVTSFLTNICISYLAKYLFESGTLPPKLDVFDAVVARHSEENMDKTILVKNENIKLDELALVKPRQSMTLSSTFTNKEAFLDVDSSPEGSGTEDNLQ
CHT allo act = allosteric activators of human choline transporter CHT; hit rate 0.49% among 310,000; CHT-expressing cells, membrane potential dye, choline EC20; hits give high values; LV-AA mutant CHT in HEK293 cells; B-score at 10 µM;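 active = initial fluorescence not abnormally high and integrated response B-score, plate-corrected, over 3 SD above library mean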
* hit, by the source's call; i = inactive.

SMILES	CHT inh	CHT allo act
O=C(Oc1ccc2ccc(O)cc2c1)c1ccccc1Cl	i	i
Cc1csc(CNC(=O)C2CCC(=O)N(CCCc3ccccc3)C2)n1 (stereo unspecified)	i	i
CC1=C(C(=O)OCc2ccccc2)C(c2ccccn2)c2c(n(C)c(=O)n(C)c2=O)N1 (stereo unspecified)	i	i
CC(=O)c1cccc(NC(=O)N2CCCC2C(=O)Nc2ccc3c(c2)OCCO3)c1 (stereo unspecified)	i	i
CC1CCCCN1C(=O)CCNS(=O)(=O)c1ccc2c(c1)c(=O)n(C)c(=O)n2C (stereo unspecified)	i	i
CCc1ccnc(NC(=O)NS(=O)(=O)c2ccc(C)cc2)c1	i	i
Cc1nc2c(-c3ccccc3)c(C)nn2c(N)c1-c1ccccc1	i	i
Cc1cc(C)c[n+](-c2[nH]c(=O)sc2/C=N/NC([S-])=Nc2ccccc2)c1	i	i
COc1ccccc1-c1noc2ncnc(Nc3cccc(C)c3C)c12	i	i
Cc1[nH]c2ccccc2c(=O)c1CN1CCCCC1	i	i
O=C(O)Cc1sc(Nc2ccccc2)nc1-c1ccc(Cl)cc1	i	i
N#CC(c1ccc(Cl)nn1)c1ccccc1Cl (stereo unspecified)	i	i
CCCCn1c(N)c(N(CCC(C)C)C(=O)CSc2nnc(Nc3ccccc3)s2)c(=O)[nH]c1=O	i	i
CSc1cc(C)nc(NC(C)=O)n1	i	i
COc1ccc(NC2C=CS(=O)(=O)C2)cc1 (stereo unspecified)	i	i
CCCc1cc(=O)[nH]c(SCC(=O)N2CCN(S(=O)(=O)c3ccc4ccccc4c3)CC2)n1	i	i
O=C(c1cc(C(=O)N2CCOCC2)c2nc3ccccc3n2c1)c1cc(Cl)cc(Cl)c1O	i	i
O=C1COc2ccc(C(=O)COC(=O)C3CC(O)CN3S(=O)(=O)c3ccc(Cl)cc3)cc2N1 (stereo unspecified)	i	i
Cc1cccc(-c2nc(C#N)c(N3CCCCCC3)o2)c1	i	i
COc1ccc(-n2c3c(c(=O)[nH]c2=O)C(NS(=O)(=O)c2ccc(Cl)cc2)(C(F)(F)F)C(=O)N3)cc1 (stereo unspecified)	i	i
Cc1cc(C)c2oc(C(=O)N(Cc3ccc(F)cc3)C3CCS(=O)(=O)C3)cc(=O)c2c1 (stereo unspecified)	i	i
CC(C)Oc1cccc(C(=O)C2CCCN(C(=O)CCc3cnn(C)c3)C2)c1 (stereo unspecified)	i	i
O=C(CCc1ccccc1)NCC1OCCc2ccccc21 (stereo unspecified)	i	i
CC(=O)Nc1nc2ccccc2n1CCOc1ccccc1	i	i
CCC12CN(S(=O)(=O)c3ccc(C)cc3)CC(CC)(CN(S(=O)(=O)c3ccc(C)cc3)C1)C2=O	i	i
Cc1ccc(C(=O)CSc2nnc(-c3ccco3)n2C)cc1	-5.4*	i
COc1ccc(C(=O)OCC(=O)c2ccc(Br)s2)c(OC)c1	i	i
NNC(=O)c1cccnc1Oc1ccccc1	i	i
O=C(NCc1ccco1)C1CCCCC1	i	i
CC(=O)NS(=O)(=O)c1ccc(NC(=O)c2cccc3ccccc23)cc1	i	i
CC(=O)c1ccc2c3c(cccc13)CC2	i	i
O=C(COC(=O)c1n[nH]c2ccccc12)NC(=O)NC1CCCCC1	i	i
CCOc1ccc(N2C(=O)c3cccnc3C2=O)cc1	i	i
COc1ccc(S(=O)(=O)NCC2CCCN(C(=O)CCSC)C2)cc1 (stereo unspecified)	i	i
CC1=NN(c2cccc(C(=O)O)c2)C(=O)/C1=C\C=C\c1ccco1	i	i
COc1ccc2[nH]cc(S(=O)(=O)c3ccc(F)cc3)c(=O)c2c1	i	i
CC1=C(C(=O)OC(C)C)C(c2ccc(Br)s2)NC(=O)N1 (stereo unspecified)	i	i
CCC(=O)Nc1c(-c2ccccc2Cl)c(=O)c2ccccc2n1CC	i	i
O=C1CCCc2c1[nH]c1c(Br)cccc21	i	i
C/C(=N\N=C1\NC(=O)C(CC(=O)O)S1)c1ccccn1 (stereo unspecified)	i	i
COc1ccccc1CNC(=O)COC(=O)c1cnccn1	i	i
CC1CCCCN1C(=O)Cn1cnc2cc([N+](=O)[O-])ccc2c1=O (stereo unspecified)	i	i
C=CCn1c(-c2cccc(OC)c2OC)n[nH]c1=S	i	i
O=C(COC(=O)CNC(=O)c1ccccc1F)Nc1ccc2c(c1)OCCO2	i	i
N#C/C(=C\c1c(N2CCC(C(N)=O)CC2)nc2ccccn2c1=O)C(=O)NCc1ccco1	i	i
Cc1ccc(OCCCC(=O)Nc2nc3ccccc3[nH]2)cc1	i	i
CCNC(=S)N1CCN(Cc2ccccc2)CC1	i	i
NC(=O)CSc1nc(C23CC4CC(CC(C4)C2)C3)nc2ccccc12	i	i
CN(C)CCN(C(=O)c1ccc(S(=O)(=O)N2CCCC2)cc1)c1nc2ccc(Br)cc2s1	i	i
COC(=O)C1=C(C)N(Cc2ccccc2)C(=NCCc2cccnc2)N[C@H]1c1ccccc1	i	i
Cc1cccc(C)c1NC(=O)C1c2cccc[n+]2CC(=O)N1Cc1ccc2c(c1)OCO2 (stereo unspecified)	i	i
CN(C)c1ccc(C(=O)C(O)c2ccccc2)cc1 (stereo unspecified)	i	i
CC(=O)Nc1ccc(NS(=O)(=O)c2ccc(CN3C(=O)c4cccnc4C3=O)cc2)cc1	i	i
CN(c1ccc(OCC(=O)NCCc2ccccc2)cc1)S(=O)(=O)c1ccc(Cl)cc1	i	i
C=CCNC(=O)c1onc(CS(=O)(=O)c2cc(C)cc(C)c2)c1C(=O)NCC=C	i	i
COc1cc2c(cc1OC)/C(=C/C(=O)c1ccc(OC)c([N+](=O)[O-])c1)NCC2	i	i
C=CCSc1nc2c(c(=O)[nH]c(=O)n2C)n1C(C)C	i	i
O=C(Nc1ccc2c(c1)CCC2)c1ccccc1Br	i	i
CCN1CCN(c2ccc(NC(=O)COc3ccccc3Cl)cc2)CC1	i	i
CCCn1nc2cc(C(=O)NCc3ccc(OC)cc3)ccc2c1OCC	i	i

Compounds shown so far that contain an aryl methoxy group:
SMILES	CHT inh	CHT allo act
COc1ccccc1-c1noc2ncnc(Nc3cccc(C)c3C)c12	i	i
COc1ccc(NC2C=CS(=O)(=O)C2)cc1 (stereo unspecified)	i	i
COc1ccc(-n2c3c(c(=O)[nH]c2=O)C(NS(=O)(=O)c2ccc(Cl)cc2)(C(F)(F)F)C(=O)N3)cc1 (stereo unspecified)	i	i
COc1ccc(C(=O)OCC(=O)c2ccc(Br)s2)c(OC)c1	i	i
COc1ccc(S(=O)(=O)NCC2CCCN(C(=O)CCSC)C2)cc1 (stereo unspecified)	i	i
COc1ccc2[nH]cc(S(=O)(=O)c3ccc(F)cc3)c(=O)c2c1	i	i
COc1ccccc1CNC(=O)COC(=O)c1cnccn1	i	i
C=CCn1c(-c2cccc(OC)c2OC)n[nH]c1=S	i	i
COc1cc2c(cc1OC)/C(=C/C(=O)c1ccc(OC)c([N+](=O)[O-])c1)NCC2	i	i
CCCn1nc2cc(C(=O)NCc3ccc(OC)cc3)ccc2c1OCC	i	i

Later entries
SMILES	CHT inh	CHT allo act
CCCc1cc(=O)[nH]c(Nc2ccc(O)cc2)n1	i	i
O=C(ONC1=NCCCCC1)c1ccc(Cl)cc1	i	i
C=CCN(CC=C)C(=O)c1cccc(OC2CCN(CC(C)(C)C)CC2)c1	i	i
O=C(Nc1ccc(N2C(=O)C3C4C=CC(C4)C3C2=O)cc1)Nc1nncs1 (stereo unspecified)	i	i
Nc1c(N=Nc2ccccc2F)c(=O)[nH]n1-c1ccccc1	i	i
COC(=O)c1ccc(COc2cccc3c2CCN(Cc2cccc(C)c2)C3=O)o1	i	i
CC(C)(O)[C@@H]1[C@@H]2C[C@@]3(CC[C@]4(C)C(CCC5[C@@]6(C)CC[C@H](O)C(C)(C)C6CC[C@]54C)[C@@H]13)C(=O)O2 (stereo partly specified)	i	i
CC1(C)C2CCC(C2)C1(C)NC(=O)C[N+](C)(C)C (stereo unspecified)	i	i
CNCCCOc1ccc(C)cc1OC	i	i
COc1cc(C2C(C#N)=C(N)OC3=C2C(=O)CC(C)(C)C3)c([N+](=O)[O-])cc1OC (stereo unspecified)	i	i
FC(F)(F)c1ccccc1NC1=NCCC1	i	i
Cc1cc(Cl)ccc1OCC(=O)NNC(=O)c1ccco1	i	i
COc1ccc(CCNC(=O)C(=O)NCC2OCCN2C(=O)c2ccc(Cl)cc2)cc1 (stereo unspecified)	i	i
Cc1csc(NC(=O)CCC(=O)N(CC(=O)NC2CCCC2)Cc2ccco2)n1	i	i
CCOC(=O)CSc1ccc2nnc(-c3ccncc3)n2n1	i	i
CCn1cc(CN2CCC(n3nccc3NC(=O)CCOc3ccccc3)CC2)cn1	i	i
CCOCCc1nnc(NC(=O)C(CC)c2ccccc2)s1 (stereo unspecified)	i	i
CC1CCCCN1CC(=O)c1c[nH]c2ccccc12 (stereo unspecified)	i	i
O=C(O)c1c2c(nc3ccc(S(=O)(=O)N4CCC(C(=O)N5CCCCC5)CC4)cc13)CCCC2	i	i
Cc1ccc(S(=O)(=O)N2CCN(C(=O)N3CCOCC3)CC2)cc1C	i	i
Cc1cccc(NC(=S)NC2CC3CCCC(C2)N3CC(C)C)c1C (stereo unspecified)	i	i
O=C(/C=C/c1ccc(Cl)cc1Cl)NC(=S)Nc1ccc(CN2CCOCC2)cc1	i	i
C=C(C)CSc1nc2sc3c(c2c(=O)n1C1CCCCC1)CCN(C)C3	i	6.8*
Cc1cc(C(=O)Nc2sc(C)c(C)c2C#N)no1	i	i
CC(=O)c1ccc(OCc2cc(=O)n3ccsc3n2)cc1	i	i
CC(=O)c1cccc(NC(=O)NC(C)c2ccncc2)c1 (stereo unspecified)	i	i
COc1cc(C2C(C#N)=C(N)OC3=C2C(=O)CCC3)ccc1OC(=O)N1CCOCC1 (stereo unspecified)	i	i
COc1ccccc1CCNC(=O)/C(=C/c1cccnc1)NC(=O)c1ccccc1	i	i
Cc1ccc(C(=O)N2CCN(S(=O)(=O)N3CCCCCC3)CC2)cc1	i	i
Cc1cccc2sc(NC(=O)CN3C(=O)NC4(CCCC4)C3=O)nc12	i	i
Cc1ccc(S(=O)(=O)Nc2cccc(C(=O)N3CCOCC3)c2)cc1	i	i
Cn1cc(CC(=O)NCCN2CCOCC2)c2ccccc21	i	i
C/C(CCC(C)C)=N\NC(=S)Nc1cc(S(=O)(=O)N2CCOCC2)ccc1N1CCOCC1	i	i
Cc1ccccc1C1CC(c2ccccc2)Nc2ncnn21 (stereo unspecified)	i	i
Cc1nonc1C(=O)N/N=C/c1ccc([N+](=O)[O-])o1	i	i
Cc1ccc(S(=O)(=O)N2CCc3ccccc3C2CN2C(=O)c3ccccc3C2=O)cc1 (stereo unspecified)	i	i
Cc1cc2c(cc1C)CSC(c1ccc3ccccc3c1O)SC2	i	i
COc1ccccc1C(CC(N)=O)c1ccco1 (stereo unspecified)	i	i
COc1ccc(N2CCN(C(C)C(=O)Nc3nnc(C)s3)CC2)cc1 (stereo unspecified)	i	i
CCOc1ncccc1C(=O)NCCc1ccc(S(N)(=O)=O)cc1	i	i
O=C(c1ccco1)N1CCN(Cc2ccc(Br)cc2)CC1	i	i
COc1ccc(NC(=O)Nc2cccs2)cc1Cl	i	i
CCOC(=O)N1CCN(C(=O)CSc2nnc(-c3ccc(Cl)s3)o2)CC1	i	i
CCOC(=O)c1sc(NC(=O)c2ccc(S(=O)(=O)N3CCOCC3)cc2)cc1C	i	i
CC(C)CCOc1ccc(C(=O)NCCC(=O)N2CCOCC2)cc1	i	i
CCN1C(=O)/C(=C/N2CCc3ccccc32)SC1=S	i	i
CCNC(=S)N(CCc1c(C)[nH]c2ccccc12)Cc1cccnc1	i	i
CCOC(=O)c1ccc2[nH]c3c(c2c1)CCCC3NC=O (stereo unspecified)	i	i
Cc1cnc(C(=O)OCC(=O)c2csc(N3CCCCC3)n2)cn1	i	i
COc1ccc(/C=N/NC(=O)c2ccc(Cl)cc2)cc1COC(C)=O	i	i
C=C1CCN([C@@H](C)C(=O)OCc2cccc(C)c2)S(=O)(=O)c2ccccc21	i	i
CCCCNc1nc(-c2ccccc2)c(C(=O)OCC)cc1C#N	i	i
COc1ccc(OC)c(-c2cc(C(=O)NCCCn3ccnc3)no2)c1	i	i
CCOC(=O)c1ccc(CN2C(=O)c3ccccc3S2(=O)=O)cc1	i	i
O=C1NCC(O)=C1C=NCCO	i	i
N/C(Cc1ccc(Cl)c(Cl)c1)=N\OC(=O)c1ccc(Br)o1	i	i
O=C(NC1CCN(S(=O)(=O)c2ccc(F)cc2)CC1)C1CCCCC1	i	i
CC1=C(C(=O)Nc2cc(C)ccn2)C(c2ccc(C)cc2)C2=C(CCCC2=O)N1 (stereo unspecified)	i	i
C=CCn1c(SC(C)CC)nc(O)cc1=O (stereo unspecified)	i	i
Oc1nc(-c2ccc(Br)cc2)n2ccncc12	i	i
Next structures follow.
SMILES	CHT inh	CHT allo act
CCOc1ccc(S(=O)(=O)Nc2cccc(C(=O)N3CCN(c4cccc(OC)c4)CC3)c2)cc1	i	i
O=C(CSCCc1ccccn1)Nc1ccccn1	i	i
CCOC(=O)C1(Cc2ccc(OC)cc2)CCN(C(=O)[C@@H]2CCCN2C(C)=O)CC1	i	i
COc1cc(C(=O)Nc2cc(-c3cn4cccnc4n3)ccc2C)cc(OC)c1OC	i	i
O=C(CN1CCOCC1)Nc1c(Cl)cc(Cl)cc1Cl	i	i
COc1ccccc1Cn1c(/C=C/c2ccccc2)nc2ccccc21	i	i
O=C(NNC(=O)C1C2CCC(C2)C1C(=O)O)c1ccc(Br)o1 (stereo unspecified)	i	i
CCCCn1c(Cc2ccccc2)n[nH]c1=S	i	i

In the list so far, these have a CF3 group.
SMILES	CHT inh	CHT allo act
COc1ccc(-n2c3c(c(=O)[nH]c2=O)C(NS(=O)(=O)c2ccc(Cl)cc2)(C(F)(F)F)C(=O)N3)cc1 (stereo unspecified)	i	i
FC(F)(F)c1ccccc1NC1=NCCC1	i	i
